SIRT5 block – SIRT5 desuccinylase inhibitors, primary screen, biochemical, fluorescence imaging, single point, set 5; NAD-dependent protein deacylase sirtuin-5, mitochondrial (Homo sapiens), Q9NXA8; Purified SirT5, succinyl-peptide AMC, trypsin-coupled fluorescence; inhibition, % at 15 µM; 1.1% of 330,000 active; AID 652115, 2013; in the data active = inhibition above about 15%; inconclusive = no clear call, values can overlap the other calls
Target sequence (Q9NXA8 whole entry, looked up): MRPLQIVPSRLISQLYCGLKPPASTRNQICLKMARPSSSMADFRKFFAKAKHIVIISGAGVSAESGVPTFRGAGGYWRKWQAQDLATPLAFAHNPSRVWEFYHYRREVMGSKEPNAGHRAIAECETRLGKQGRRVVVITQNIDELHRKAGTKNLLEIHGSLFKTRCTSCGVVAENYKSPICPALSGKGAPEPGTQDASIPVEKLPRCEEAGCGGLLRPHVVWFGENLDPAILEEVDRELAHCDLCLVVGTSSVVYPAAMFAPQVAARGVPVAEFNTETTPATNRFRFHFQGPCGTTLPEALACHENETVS
LGR2 inh – inhibitors of bursicon-induced LGR2 CRE-luciferase signal, primary screen, cell-based, HEK293, CRE-luciferase reporter, bursicon stimulation; inhibition, % at 9.99 µM; Drosophila bursicon receptor LGR2 (rickets); AID 720647, 2013; bursicon-stimulated, 4 h; 0.35% of 380,000 active;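 active = drop in luminescence signal, shown as inhibition above about 50% in the replicate tests, limit read from the data, passing the limit was not always enough; inconclusive = probably only some replicates passing the limit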;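 note: agonist challenge used bursicon conditioned medium at about half maximal strength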
esBAF inh – Bmi1 luciferase reporter increase in mESCs, primary screen, esBAF inhibitor project, mouse ES cells, Bmi1 luciferase knock-in, single point; AID 602393, 2012; reporter increase, % at 12.5 µM; 24 h; 100% = twice the neutral-well signal; 2% of 350,000 active; in the data active = activation above about 40%; inconclusive = no clear call, values can overlap the other calls;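 note: 0% = median of the plate's neutral control wells and 100% = double that signal; a rise in the Bmi1 reporter signal indicates esBAF inhibition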
Statin myotox sup – suppressors of statin myotoxicity in C2C12 myotubes, primary screen, cell-based, single point, plate reader | C2C12 myotubes + simvastatin, ATP luminescence, 48 h; scaled: DMSO 0, geranylgeraniol control 100 | rescue of ATP level, % at 7.49 µM | 0.78% of 330,000 active | AID 602340, 2012;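 active = mean ATP rescue above about 67%, or every replicate alone reaching that limit, limit read from the data, passing the limit was not always enough; inconclusive = no clear call, values can overlap the other calls; inactive = mean under the limit and some replicate under it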;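 note: myotubes were challenged with 10 µM simvastatin during compound exposure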
S100A4 MyoIIA – inhibitors of S100A4-myosin IIA peptide binding, primary screen, biochemical, fluorescence polarization, TAMRA-MyoIIA peptide; Protein S100-A4 (Homo sapiens), P26447; inhibition, % at 10.7 µM; 0.14% of 360,000 active; AID 652163, 2013;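 active = mean inhibition of at least 70% across replicates, with every replicate also reaching that level; inconclusive = mean inhibition reaches 70% but some replicates fall short; inactive = mean inhibition below 70%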
Target sequence (P26447 whole entry, looked up): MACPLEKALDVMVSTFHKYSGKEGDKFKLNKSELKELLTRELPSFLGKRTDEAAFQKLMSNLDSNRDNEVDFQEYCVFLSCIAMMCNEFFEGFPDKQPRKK
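Test system – S100A4 monomer (human) · Compound – single-point compound testing · Schedule – 5 min incubation before reading · Probe or stimulus – TAMRA-labelled myosin IIA heavy-chain peptide probe, 5 nM · Benchmarks – neutral control DMSO, positive control TFP · Medium – Calcium-containing HEPES buffer, pH 7.2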
Casp6 inh – human caspase-6 inhibitors, primary screen, biochemical, VEID-R110 fluorescence, single point, set 2. purified caspase-6, Z-VEID-R110 cleavage fluorescence. 0.53% of 350,000 active. P55212. inhibition, % at 12.5 µM;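 active = mean inhibition across replicates at least about 35%, with every replicate also reaching that limit, limit read from the data; inconclusive = only one of the two criteria met; inactive = neither criterion met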;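 note: 0% = median of neutral control wells and 100% = no fluorescence left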
Target sequence (P55212 24-179 limits assumed): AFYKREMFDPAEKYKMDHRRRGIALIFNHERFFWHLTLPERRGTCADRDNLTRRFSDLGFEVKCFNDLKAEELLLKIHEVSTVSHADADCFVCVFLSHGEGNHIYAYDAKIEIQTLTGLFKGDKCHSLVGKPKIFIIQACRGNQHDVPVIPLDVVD
Target sequence (P55212 194-293 limits assumed): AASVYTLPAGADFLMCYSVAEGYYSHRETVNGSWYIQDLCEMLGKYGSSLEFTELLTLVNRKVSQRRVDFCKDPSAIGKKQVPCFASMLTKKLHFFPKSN
FN deposition inh – inhibitors of fibronectin matrix deposition, primary screen, AH1F cells, Alexa488-fibronectin fluorescence, plate reader | AH1F fibroblasts, overnight | inhibition, % at 12.6 µM | 0.086% of 350,000 active | AID 743247, 2014;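 active = mean inhibition across replicates of 30% or more, regardless of how many single replicates reach that level; inconclusive = mean under 30% yet at least half of replicates reach 30%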;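 note: positive control wells lacked labelled fibronectin entirely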
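Material: AH1F fibroblast monolayer depositing Alexa488-labelled fibronectin into matrix | Input: 10000 AH1F cells/well | Medium: DMEM plus 2% serum, read in PBS | Reagent: Alexa488-fibronectin, 24 nM final in well | Compound dosing: One dose per compound, pinned | Schedule: 1 h adhesion, overnight exposure | Measured by: Fluorescence at 485 nm excitation, 525 nm emission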
* hit, by the source's call; u = inconclusive; x = not tested or not shown; & = joins results of further samples. The list is partial. The share of hits here may be higher or lower than overall.

SMILES	SIRT5 block	LGR2 inh	esBAF inh	Statin myotox sup	S100A4 MyoIIA	Casp6 inh	FN deposition inh
COCCNC(=O)[C@H]1[C@H](CO)[C@H]2Cn3c(cccc3=O)[C@H]2N1Cc1ccccc1OC	-5	-9	x	x	-4	0	x
CCN(c1ccccc1)S(=O)(=O)c1ccc(Cl)c(NC(=O)COC(=O)C2CC2C)c1 (stereo not given)	2	8	-5	-7	4	0	6
Cc1cc(C)n(C(=O)CCC(=O)NCc2ccccc2)n1	-3	9	-10	0	-3	-3	x
CC1(C2CC2)NC(=O)N(CC(=O)NCc2ccc(Cl)cc2Cl)C1=O (stereo not given)	-1	-19	7	28	-6	-1	-12
Cc1noc(C)c1NC(=O)N(C)C[C@@H]1Oc2ccc(NC(=O)Nc3cccc4ccccc34)cc2C(=O)N([C@@H](C)CO)C[C@@H]1C	0	-7	-2	0	2	2	x
Cc1ccc2[nH]c(=O)c(CN(CCCN(C)C)C(=S)NCCc3ccccc3)cc2c1	0	7	x	x	-3	1	-3
O=[N+]([O-])c1cccc(-c2cc(C(F)(F)F)n3nc(-c4ccccc4)cc3n2)c1	-2	x	8	-3	2	4	1
CCn1c(-c2ccoc2C)n[nH]c1=S	x	-6	-1	1	x	x	9
Cc1ccc(C(=O)O)cc1-c1ccc(/C=C2\SC(=O)N(CC(=O)Nc3ccc4c(c3)OCO4)C2=O)o1	2	11	2	-7	5	13	x
CC1(C)Cc2c(sc3nc4n(-c5ccccc5)cnn4c(=O)c23)CO1	-18	-1	-8	4	15	2	6
CC(=O)c1ccc(N(C(=O)Cn2nnc(-c3ccccc3)n2)C(C(=O)NC2CCCCC2)c2ccccn2)cc1 (stereo not given)	x	24	0	8	x	x	3
OC1CCCN(c2c3c(nc4cc(-c5cccc(Cl)c5)nn24)CCC3)C1 (stereo not given)	x	-22	15	-67	x	x	x
CCCn1c(C)nnc1SCC(=O)NC1CCCCC1	0	-7	x	x	-4	2	2
Cc1ccccc1OCCCCN1CCCCC1	2	-5	-5	5	-5	-1	0
CCN(CC(=O)NCCCN1CCOCC1)S(=O)(=O)c1cc(Cl)ccc1Cl	-3	8	-7	2	-2	1	-7
C[C@H](CO)N1C[C@H](C)[C@@H](CN(C)C(=O)NC2CCCCC2)Oc2c(cccc2N(C)C)C1=O	-4&-1	-17&-9	6&4	-16&11	22&-3	0&0	-7&12
COc1ccc(F)cc1S(=O)(=O)Nc1ccncc1	-2	1	-9	-3	-7	-1	9
COc1ccc(C(C(=O)NC2CCCC2)N(CC2CCCO2)C(=O)Cc2cccs2)cc1OC (stereo not given)	-15	0	x	x	3	0	14
CCCC#Cc1ccc2c(c1)O[C@@H](CN(C)S(=O)(=O)c1cccc(F)c1)[C@@H](C)CN([C@H](C)CO)S2(=O)=O	1	3	-10	-17	-1	-4	x
O=C(CCc1ccc(O)cc1)NNC(=S)NCCc1ccccc1	0	8	6	8	0	-3	-1
O=C(Cc1ccncc1)NCC[C@@H]1CC[C@H](NC(=O)Nc2ccc(F)cc2)[C@H](CO)O1	2	1	-5	4	-14	-2	x
C[C@H](CO)N1C[C@H](C)[C@@H](CN(C)Cc2ccccc2)Oc2ccc(NC(=O)Nc3ccc(F)cc3)cc2C1=O	0	11	-2	25	9	-1	x
O=C(Cc1ccc(F)cc1)N/N=C/c1ccc(-c2ccc(Cl)c(C(=O)O)c2)o1	-3	-7	x	x	-28	3	14
Cc1ccc(NC(=O)C(=O)NN=C2CCCC2)cc1C	1	18	x	x	-2	2	1
CCc1ccc(/C([O-])=C(/C(=S)NCCN2CCOCC2)[n+]2ccccc2)cc1	x	24	-10	2	0	-14	1

Grouped by structure: the entries above with a COOH group (2)
SMILES	SIRT5 block	LGR2 inh	esBAF inh	Statin myotox sup	S100A4 MyoIIA	Casp6 inh	FN deposition inh
Cc1ccc(C(=O)O)cc1-c1ccc(/C=C2\SC(=O)N(CC(=O)Nc3ccc4c(c3)OCO4)C2=O)o1	2	11	2	-7	5	13	x
O=C(Cc1ccc(F)cc1)N/N=C/c1ccc(-c2ccc(Cl)c(C(=O)O)c2)o1	-3	-7	x	x	-28	3	14

Next results
SMILES	SIRT5 block	LGR2 inh	esBAF inh	Statin myotox sup	S100A4 MyoIIA	Casp6 inh	FN deposition inh
CNC[C@@H]1Oc2ccc(NC(=O)CCCN(C)C)cc2C(=O)N([C@@H](C)CO)C[C@@H]1C	0	-23	-3	12	5	-53	3
O=C(N/N=C/c1cccc(Oc2ccccc2)c1)c1cccc(Br)c1	-3	5	3	-15	10	0	x
O=C(NNc1nc2ccccc2s1)c1ccc(F)cc1	x	-11	x	x	-3	0	6
C=CCn1c(SCC(C)=O)nc2scc(-c3ccc(C)o3)c2c1=O	0	-92	u	-8	-1	0	2
COc1cccc(C(c2sc3nc(C)nn3c2O)N2CCc3ccccc3C2)c1 (stereo not given)	-6	8	4	6	0	-1	1
Fc1ccccc1COc1ccc(-c2nnn(Cc3ccccc3F)n2)cc1	-2	-16	3	120*	-3	-2	0
COCC(=O)N1C[C@@H]2[C@H](c3ccccc31)[C@H](CO)N2C(=O)Nc1ccccc1F	-30	-22	0	-4	-4	7	x
Cc1ccc(S(=O)(=O)NCc2ccccc2)cc1C(=O)N1CCCCCCC1	0	-9	2	-7	-10	-175	12
Cc1ccc(Oc2ncccc2COC(=O)Nc2ccccc2C)cc1	x	37	x	x	5	-2	-2
NC(c1ccccc1)c1csc(Nc2ccc(C(F)(F)F)cn2)n1 (stereo not given)	-1	0	x	x	-3	7	-1
COCCN1C(=O)c2cc(C(=O)Nc3cccc(F)c3)ccc2C1Nc1cccc(F)c1 (stereo not given)	-1	18	7	-34	10	-1	12
c1cc2c(cc1-c1cnc3n1CCC3)OCCO2	0	8	14	-9	-2	1	x
COC(=O)C1=C[C@@H](C(=O)OC)[C@@H]2C3=C(C(=O)[C@]2(C)NC(=O)c2ccccc2)[C@H](C)n2c(=O)n(-c4ccccc4)c(=O)n2[C@@H]3C1	x	18	2	9	0	0	-8
C[C@H]1CN([C@@H](C)CO)C(=O)Cc2cc(NS(=O)(=O)c3cccs3)ccc2O[C@H]1CN(C)C(=O)Nc1cccc2ccccc12	x	10	1	24	x	x	x
Cc1cn([C@H]2C[C@H](O)[C@@H](CCC(=O)NCc3cccc4ccccc34)O2)c(=O)[nH]c1=O	4	1	-2	2	-6	-3	-1
COC(=O)C(NS(=O)(=O)c1ccc(F)cc1)c1ccccc1 (stereo not given)	-1	-20	x	x	1	1	4
COc1cc(OC)cc(C(=O)NNC(=S)NC(=O)c2cccnc2)c1	4	10	-1	1	2	-1	-4
COCCCNC(=S)N1CCN(C(c2ccccc2)c2ccccc2)CC1	-1	-4	1	7	-3	-3	-1
Cc1nnc2c(N3CCN(CCO)CC3)nc3ccccc3n12	4	-5	-11	23	9	1	-5
N#Cc1c(NC(=O)c2nc3ncccn3n2)sc2c1CCCCC2	x	23	-59	-6	x	x	x
Cc1ccc(NC(=O)CSCC(=O)NCc2ccco2)cc1	-4	15	-2	0	-2	0	1
Cc1cccc(NC(=O)C2CC(=O)N(Cc3ccccc3)C2)n1 (stereo not given)	-1	11	1	2	6	1	2
CCCC(=O)Nc1ccc2c(c1)OC[C@@H](C)N(C(C)=O)C[C@@H](C)[C@@H](OC)CN(C)C2=O	-1	-8	-1	1	17	-2	-4
Cc1cc(-c2ccccc2)nc(SCC(=O)N2CCCC2)n1	-3	-44	x	x	-5	0	-6
Cn1cnc(S(=O)(=O)N2C[C@H](O)COC[C@H]3O[C@@H](CC(=O)NCc4ccc(F)cc4)CC[C@@H]32)c1	-1	8	-4	4	-13	-1	-2

Sorted by molar mass (rising): 3 of the compounds above.
SMILES	SIRT5 block	LGR2 inh	esBAF inh	Statin myotox sup	S100A4 MyoIIA	Casp6 inh	FN deposition inh
c1cc2c(cc1-c1cnc3n1CCC3)OCCO2	0	8	14	-9	-2	1	x
COc1cc(OC)cc(C(=O)NNC(=S)NC(=O)c2cccnc2)c1	4	10	-1	1	2	-1	-4
C[C@H](CO)N1C[C@H](C)[C@@H](CN(C)C(=O)NC2CCCCC2)Oc2c(cccc2N(C)C)C1=O	-4&-1	-17&-9	6&4	-16&11	22&-3	0&0	-7&12

(cont.)
SMILES	SIRT5 block	LGR2 inh	esBAF inh	Statin myotox sup	S100A4 MyoIIA	Casp6 inh	FN deposition inh
COCc1cc(=O)[nH]c(SC)n1	-1	x	x	x	-6	-6	6
C[C@@H]1CN([C@H](C)CO)C(=O)c2cc(C#CCN(C)C)cnc2O[C@H]1CN(C)C(=O)Cc1cccnc1	-7	11	1	20	56	-1	2
Cn1ccc2c(-c3ccc(C(F)(F)F)cc3)cc3c(c21)C1CCC3C1 (stereo not given)	-6	16	-7	-2	4	2	0
COc1ccc(-c2nnc(NC(=O)CS(=O)(=O)c3ccc(F)cc3)o2)cc1	-4	7	8	2	1	3	-1
Cc1cc(C(=O)NCc2ccccc2Cl)n(-c2ccccc2)n1	-5	6	-3	19	7	-1	-3
CCc1nnc(NC(=O)CCc2ccc(C)o2)s1	x	x	6	-8	x	x	0
CCOc1ccc(NC(=S)Nc2ccc(F)cc2)cc1	-2	7	17	-86	-2	-1	3
CCCCCNC(=O)Cc1cc(=O)[nH]c(=O)[nH]1	9	-13	-8	-4	-2	0	-3
Cc1cc(C)c(C)c(S(=O)(=O)N2CCN(c3ccccn3)CC2)c1C	3	1	11	3	-2	3	9
CCOC(=O)CSc1nnc(NC(=O)CN2CCCCC2)s1	-3	-4	0	18	11	-1	2
Cc1[nH]c(=O)[nH]c(=O)c1/C=N/NC(=O)[C@@H](N)CC(C)C	0	-10	0	5	-5	-2	-1
CCN(CC)CCCNC(=O)C(C)Sc1nc(-c2ccccc2)cc(C(F)(F)F)n1 (stereo not given)	4	3	x	x	-4	-20	1
C[C@H]1CN([C@@H](C)CO)C(=O)c2cc(C#CC3(O)CCCC3)cnc2O[C@@H]1CN(C)C(=O)Cc1cccnc1	1	-3	0	-8	14	-2	-9
CCN(CC)CC(=O)N1c2ccccc2CCc2ccc(NC(=O)c3cc(OC)c(OC)c(OC)c3)cc21	-4	14	-3	-1	-1	-3	11
CC1(c2ccc3ccccc3c2)CCC(=O)O1 (stereo not given)	-3	-20	x	x	-1	0	x
CCOC(=O)C1(Cc2ccccc2C#N)CCCCC1=O (stereo not given)	x	21	9	-5	3	0	-1
COc1ccc(OC2C(=O)N(c3ccc(F)cc3)C2c2ccc(OC)c(OC)c2)cc1 (stereo not given)	-1	2	x	x	5	0	x
CCOC(=O)CSc1nc2ccccc2n2c(C)nnc12	3	-5	-3	0	0	-1	7
Cc1ccc(C2(C)NC(=O)N(CC(=O)N3CCc4ccccc43)C2=O)cc1 (stereo not given)	1	-9	-1	4	-17	0	2
Cc1ccc(C)c(OCc2cc(C(=O)N3CCN(c4ccccc4)CC3)no2)c1	0	-85	x	x	2	-1	4
Cc1ccc2oc(=O)c3cc(C(=O)NCCCN4CCCCCC4)sc3c2c1	1	0	-2	-8	-11	-25	-1
Cc1ccc(C)c(OCCOCCN2CC(C)OC(C)C2)c1C (stereo not given)	x	x	2	3	x	x	2
N#Cc1cccc(C(Br)S(=O)(=O)c2ccccc2)c1 (stereo not given)	-1	-5	-3	-7	4	x	8
CSCCC(NC(=O)c1ccccc1Br)C(=O)NCC1CCCCC1 (stereo not given)	-3	-10	x	x	-1	1	7

Screening data as filed in PubChem.
